Screening results deposited in PubChem BioAssay by National Center for Advancing Translational Sciences (NCATS).
EPAC2 ag: activates human EPAC2 exchange factor | Q8WZA2 | EPAC2 activation, biochemical qHTS; response scale: 100% = 6.5 mM cAMP response | Potency, µM (series often up to 154 µM), for the others: at the top dose activation, usual class: activators | hit rate 0.079% among 360,000; note: potency is the fitted concentration of half-maximal effect; nearly all actives have a fitted effect of over 50% in size
Target sequence (Q8WZA2 whole entry, looked up): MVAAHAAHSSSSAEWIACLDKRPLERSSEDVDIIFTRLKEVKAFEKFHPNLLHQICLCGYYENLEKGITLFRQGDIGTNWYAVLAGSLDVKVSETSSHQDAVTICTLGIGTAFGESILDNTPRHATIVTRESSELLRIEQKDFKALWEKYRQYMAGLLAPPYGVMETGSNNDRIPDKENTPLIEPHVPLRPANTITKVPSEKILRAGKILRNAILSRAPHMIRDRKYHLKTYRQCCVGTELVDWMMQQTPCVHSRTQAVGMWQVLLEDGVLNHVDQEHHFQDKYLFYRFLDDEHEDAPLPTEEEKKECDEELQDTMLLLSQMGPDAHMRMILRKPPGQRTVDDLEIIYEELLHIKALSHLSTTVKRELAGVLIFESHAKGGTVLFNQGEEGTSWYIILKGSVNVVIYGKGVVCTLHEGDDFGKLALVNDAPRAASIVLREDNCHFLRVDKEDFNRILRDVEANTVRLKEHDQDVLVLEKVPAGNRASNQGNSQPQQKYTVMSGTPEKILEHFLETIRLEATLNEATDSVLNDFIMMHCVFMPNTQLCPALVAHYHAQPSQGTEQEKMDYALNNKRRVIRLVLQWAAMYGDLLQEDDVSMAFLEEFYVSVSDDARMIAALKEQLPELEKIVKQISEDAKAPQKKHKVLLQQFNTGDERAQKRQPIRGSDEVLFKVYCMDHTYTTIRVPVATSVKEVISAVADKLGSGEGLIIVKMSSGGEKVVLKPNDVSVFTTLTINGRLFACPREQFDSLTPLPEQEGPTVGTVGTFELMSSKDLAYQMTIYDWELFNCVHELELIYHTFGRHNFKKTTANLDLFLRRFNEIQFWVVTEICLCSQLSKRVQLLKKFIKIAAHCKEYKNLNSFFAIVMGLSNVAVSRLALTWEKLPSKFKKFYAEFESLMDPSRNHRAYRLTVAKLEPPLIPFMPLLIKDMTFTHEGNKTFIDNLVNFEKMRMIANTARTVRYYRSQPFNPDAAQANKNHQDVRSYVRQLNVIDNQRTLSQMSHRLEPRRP
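Setup: EPAC2 100 nM, labeled Rap1B complex 250 nM, free GDP 50 uM. Compound titrations pinned in, brief spin, 5 min room temperature incubation. Kinetic fluorescence read over 30 min, normalized to 6.5 mM cAMP.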
IL-2 act: activators of IL-2; AID 652025; activation, % (series mostly up to about 46 µM); IL-2 activation reporter assay, cell-based qHTS; stimulated with anti-CD3/CD4/CD28 beads; in transgenic mouse T cells; hit rate 0.065% among 360,000; in the data active = activation above about 50%; inconclusive = mostly about 30% to 49%; note: 0% is about no effect
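Quantitative HTS in unstimulated transgenic mouse T cells, with memory T cells as non-tolerant control and PMA/ionomycin as tolerance-bypass control. Compound pretreatment lasted 60 minutes before 18 h bead stimulation; EGFP/DsRed fluorescence read.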
TGFb SMAD3 inh: blocks TGF-b signaling. HepG2 CAGA-GFP TGF-b/SMAD3 reporter, GFP fluorescence, 18 h; TGF-beta stimulated, 500 pg/mL final. Potency, µM (titrated, usually from 46.1 µM), without a hit: top-dose activity, negative = inhibition, hits mostly inhibitors. hit rate 1.2% among 410,000. AID 588855; note: potency is the fitted concentration of half-maximal effect; % is set by controls: 0 for no effect and ±100 for the full control effect; nearly all actives have a fitted effect of over 65% in size
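Read-out: total well GFP (ex488/em500-530) summed from mean per-cell fluorescence. Cells: HEPG2 CAGA-GFP, 1% FBS DMEM, 18 h at 37 degrees C with 500 pg/mL final TGF-beta. Unstimulated wells served as the full-inhibition control; stimulated DMSO wells = 0%.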
ATXN2 expr inh: ATXN2 expression inhibition. HEK-293 ATXN2-luciferase reporter, luminescence, 24 h. Potency, µM (top dose mostly 57 µM), without a hit: at the top dose activity change, negative = inhibition, usual class: inhibitors. hit rate 0.72% among 360,000. AID 1745845; note: potency is the fitted concentration of half-maximal effect; % is set by controls: 0 for no effect and ±100 for the full control effect; nearly all actives have a fitted effect of over 55% in size
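ATXN2-luciferase reporter cells (luciferase flanked by upstream and downstream ATXN2 gene portions) were treated 24 h at 37 °C with compounds at up to 57 uM. SteadyGlo luminescence gave expression; GF-AFC fluorescence gave viability.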
Nrf2 inh: blocks Nrf2 signaling; Potency, µM (titrated, usually from 46 µM), without a hit: top-dose activity change, negative = inhibition, hits mostly inhibitors; AID 504444; hit rate 2.1% among 360,000; A549 ARE-Fluc reporter, luciferase luminescence, 18-24 h; note: potency is the fitted concentration of half-maximal effect; % is set by controls: 0 for no effect and ±100 for the full control effect; nearly all actives have a fitted effect of over 60% in size
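Reporter: ARE-Fluc in A549. Exposure: 18-24 h, 37 °C, 5% CO2, 5% FBS OPTI-MEM. Readouts: fluorescent cytotoxicity (CellTiter-Fluor), then luminescent Nrf2 signal after BugLite.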
Nrf2 activator: Nrf2 pathway activation | AREc32 ARE-luciferase reporter (MCF7-derived line), luminescence, 24 h | Potency, µM (titrated, usually from 46.1 µM), for inactives: at the top dose activation, most hits filed as activators | hit rate 0.31% among 410,000; note: potency is the fitted concentration of half-maximal effect; % of control where 0% means no effect; nearly all actives have a fitted effect of over 65% in size
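AREc32_Fluc, 1000 cells/well, OPTI-MEM + 5% FBS, o/n 37 deg C 5% CO2; 23 nL cpd by pin tool, 24 hr; Steady-Glo 30 min RT, luminescence.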
S2 tox: reduces viability in counter-screen for ATXN expression inhibitors. S2 cells (HEK-293 line with an ATXN2-luciferase reporter) viability, CellTiter-Fluor protease fluorescence, 24 h. Potency, µM (titrated, usually from 56.7 µM), usual class: cytotoxic. hit rate 0.49% among 400,000. AID 651635; note: potency is the fitted concentration of half-maximal effect; nearly all actives have a fitted effect of over 40% in size
A549 viability: counter-screen for Nrf2 inhibitors: cytotoxicity in A549 cells. A549 ARE-Fluc cells, CellTiter-Fluor viability, 18-24 h. Potency, µM (titrated, usually from 46 µM), for inactives: at the top dose activity change, negative = cytotoxicity, hits mostly inhibitors. hit rate 0.16% among 390,000. AID 504648; note: potency is the fitted concentration of half-maximal effect; % is set by controls: 0 for no effect and ±100 for the full control effect
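A549 ARE-Fluc cells in 5% FBS OPTI-MEM, 5000 cells/well, rested 2 h then exposed to compounds in concentration-response for 18-24 h at 37 °C. Viability by CellTiter-Fluor fluorescence (Ex 405/Em 525) after 30 min; luciferase luminescence (BugLite, 15 min, RT) read afterwards.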
HepG2 tox: kills HepG2 cells in TGF-b inhibitor counter-screen. HepG2 CAGA-GFP viability, ATP luminescence, 18 h. Potency, µM (top dose mostly 46.1 µM), without a hit: at the top dose activity change, negative = cytotoxicity, most hits filed as cytotoxic. hit rate 0.76% among 410,000; note: potency is the fitted concentration of half-maximal effect; some results filed as inactive show a strong effect at the top dose
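CellTiter-Glo luminescence gave cytotoxicity after 18 hours at 37 degrees C. The cells were HepG2 CAGA-GFP in 1% FBS DMEM, stimulated with 500 pg/mL TGF-beta after compound addition. %Activity was normalised to no-cell wells (complete cell-killing) and DMSO (no toxicity), and curves were fitted and classified.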
An asterisk follows results filed as active; [ ] = dose if it differs, or a comment. Unless noted, calls come from the whole dose curve; as a rule, active = well fitted curve in the direction sought with a large enough effect; inconclusive = small, poorly fitted or top-dose-only effect, or another doubt; inactive = no such curve, though single readings can be large; an effect the other way counts as inactive or inconclusive. Not a hit list; 4.3% or so of the library scored in one or more.

For COc1cccc(CC2CC(=O)N(c3ccc4c(C)cc(=O)oc4c3)C2=O)c1 (stereo not given) the results were EPAC2 ag 7%, IL-2 act -2.1, TGFb SMAD3 inh 33%[activator], ATXN2 expr inh 1%, Nrf2 inh 17%, Nrf2 activator -0.7%, S2 tox inactive, A549 viability 2% and HepG2 tox 24%.
For Cc1ccc(C(=O)Nc2cccc3cccnc23)cc1Br the results were EPAC2 ag 9%, IL-2 act 5.6, TGFb SMAD3 inh 4%, ATXN2 expr inh 20%, Nrf2 inh inconclusive, Nrf2 activator 24%, S2 tox inactive, A549 viability -1% and HepG2 tox 6%.
O=C(COC(=O)CNC(=O)c1ccco1)Nc1ccc(F)cc1 was read as EPAC2 ag 2%, IL-2 act -2.2, TGFb SMAD3 inh 7%, ATXN2 expr inh -7%, Nrf2 inh 0%, Nrf2 activator -0.2%, S2 tox inactive, A549 viability 6% and HepG2 tox 1%.
For COc1cccc(-c2ccc(C#N)c(OC(=O)c3ccc(Cl)cc3)n2)c1 the results were EPAC2 ag 6.3µM*, IL-2 act 0.0, TGFb SMAD3 inh 3%, ATXN2 expr inh 0%, Nrf2 inh -12%, Nrf2 activator 0.0%, S2 tox inactive, A549 viability -10% and HepG2 tox 11%.
Screening CCOC(=O)c1c(NC(=O)CN2C(=O)c3ccccc3C2=O)sc(Cc2ccc3c(c2)OCO3)c1C returned EPAC2 ag 5%, IL-2 act -2.4, TGFb SMAD3 inh 20%, ATXN2 expr inh -25%, Nrf2 inh 20%, Nrf2 activator -0.3%, S2 tox inactive, A549 viability 0% and HepG2 tox 8%.
For CC1=CC(c2ccccc2)NC(=S)N1 (stereo not given) the results were EPAC2 ag 1%, IL-2 act -0.2, TGFb SMAD3 inh -14%, ATXN2 expr inh -5%, Nrf2 inh -5%, Nrf2 activator -0.7%[9.22 µM], S2 tox inactive, A549 viability 11% and HepG2 tox -15%.
For COCCNC(=O)c1ccc(NC(=O)C2(c3ccccc3)CCCC2)cc1 the results were EPAC2 ag -2%, IL-2 act 0.2, TGFb SMAD3 inh -11%, ATXN2 expr inh -4%[11.3 µM], Nrf2 inh 6%, Nrf2 activator -1.2%, S2 tox inactive, A549 viability 4% and HepG2 tox -12%.
Screening CSCCC1NC(=O)C(C(C)=NNC(N)=O)=C1O (stereo not given) returned EPAC2 ag 21%, IL-2 act 0.2, TGFb SMAD3 inh 0%, ATXN2 expr inh -24%, Nrf2 inh -2%, Nrf2 activator 0.0%, S2 tox inactive, A549 viability 14% and HepG2 tox 5%.
`CC1Cc2ccccc2N1C(=O)CSc1nnc2sc3ccccc3n12` (stereo not given) gave EPAC2 ag 5%, IL-2 act -2.1, TGFb SMAD3 inh -9%, ATXN2 expr inh 40%[activator], Nrf2 inh -6%, Nrf2 activator -0.4%, S2 tox inactive, A549 viability -4% and HepG2 tox -8%.
Screening COc1ccc(C)cc1S(=O)(=O)Nc1cccc(-c2ccc(N3CCCCCC3)nn2)c1 returned EPAC2 ag 11%, IL-2 act -5.4, TGFb SMAD3 inh inconclusive, ATXN2 expr inh 3%, Nrf2 inh -22%, Nrf2 activator 2.1%, S2 tox inactive, A549 viability -14% and HepG2 tox -10%.
Screening CC(=O)Nc1ccc(OC(=O)c2cc3cc(Br)ccc3oc2=O)cc1 returned EPAC2 ag -2%, IL-2 act -2.8, TGFb SMAD3 inh 3%, ATXN2 expr inh 0%, Nrf2 inh 8%, Nrf2 activator 0.3%, S2 tox inactive, A549 viability 0% and HepG2 tox 5%.
`COc1ccc(NC(=O)C(NC(=O)Cc2cccs2)c2ccccc2)cc1` (stereo not given) gave EPAC2 ag 8%, IL-2 act -0.4, TGFb SMAD3 inh -13%, ATXN2 expr inh -10%, Nrf2 inh -5%, Nrf2 activator -0.3%, S2 tox inactive, A549 viability -4% and HepG2 tox 5%.
For CC1CCC/C(=N\NC(=O)Nc2ccccc2)C1 (stereo not given) the results were EPAC2 ag 3%, IL-2 act -3.8, TGFb SMAD3 inh 12%, ATXN2 expr inh 22%, Nrf2 inh 11%, Nrf2 activator 3.1%, S2 tox inactive, A549 viability -9% and HepG2 tox 6%.
O=C(COC(=O)c1ccc(S(=O)(=O)N2CCCC2)cc1)Nc1cccnc1Cl was read as EPAC2 ag -3%, IL-2 act -3.0, TGFb SMAD3 inh 0%, ATXN2 expr inh -12%, Nrf2 inh -9%, Nrf2 activator -0.7%[9.22 µM], S2 tox inactive, A549 viability 9% and HepG2 tox -1%.
For COc1cc2[nH]c(=S)nc(NCc3cccs3)c2cc1OC the results were EPAC2 ag -4%, IL-2 act -7.9, TGFb SMAD3 inh -3%, ATXN2 expr inh -3%[11.3 µM], Nrf2 inh inconclusive, Nrf2 activator 3.9%, S2 tox inactive, A549 viability -10% and HepG2 tox 12%.
Screening CCOc1ccc(Oc2ccc(C(F)(F)F)cc2N)cc1 returned EPAC2 ag 2%, IL-2 act -0.5, TGFb SMAD3 inh -12%, ATXN2 expr inh 21%, Nrf2 inh -12%, Nrf2 activator 7.3%, S2 tox inactive, A549 viability -12% and HepG2 tox -25%.
CCc1ccc(OCC(O)CN2CCCC2)cc1 (stereo not given) was read as EPAC2 ag -2%, IL-2 act 1.6, TGFb SMAD3 inh -7%, ATXN2 expr inh -1%, Nrf2 inh 0%, Nrf2 activator 0.2%, S2 tox inactive, A549 viability -3% and HepG2 tox -2%.
For CC1=Nn2c(nnc2-c2cccs2)SC1 the results were EPAC2 ag 0%, IL-2 act 0.9, TGFb SMAD3 inh 9%, ATXN2 expr inh 8%, Nrf2 inh 6%, Nrf2 activator -0.8%, S2 tox inactive, A549 viability 12% and HepG2 tox 4%.
COc1ccc(-c2cn(-c3ccc(C)cc3)c(=O)n2CC(=O)Nc2ccc(OC)cc2OC)cc1 was read as EPAC2 ag 10%, IL-2 act -1.1, TGFb SMAD3 inh 2%, ATXN2 expr inh 26%, Nrf2 inh inconclusive, Nrf2 activator 2.8%, S2 tox inactive, A549 viability 11% and HepG2 tox -1%.
`COc1ccc(-c2[nH]ncc2CN(C)Cc2c(C)n[nH]c2C)c(OC)c1` gave EPAC2 ag -17%, IL-2 act -0.3, TGFb SMAD3 inh 10%, ATXN2 expr inh -2%, Nrf2 inh 5%, Nrf2 activator 0.0%, S2 tox inactive, A549 viability 3% and HepG2 tox -24%.
`CCOc1ccc(NC(=O)CSc2nc(-c3cccs3)cc(C(F)(F)F)c2C#N)cc1` gave TGFb SMAD3 inh -1%, ATXN2 expr inh 13%, Nrf2 inh 1%, Nrf2 activator -0.2%, S2 tox inactive, A549 viability -4% and HepG2 tox 0%.
Screening CCCCCCN1C[C@H](O)[C@@H](n2cc(COC(=O)c3ccccc3)nn2)C[C@@H]1c1ccc(Cl)cc1 returned EPAC2 ag 0%, IL-2 act -3.8, TGFb SMAD3 inh inconclusive, ATXN2 expr inh -28%, Nrf2 activator 2.8%, S2 tox inconclusive and HepG2 tox -48%.
`CCc1nnc(NC(=O)COC(=O)c2cc(OC)cc(OC)c2)s1` gave EPAC2 ag -2%, IL-2 act 1.1, TGFb SMAD3 inh -2%, ATXN2 expr inh 1%, Nrf2 inh 2%, Nrf2 activator 0.1%, S2 tox inactive, A549 viability 0% and HepG2 tox -4%.
For Cc1ccc(S(=O)(=O)NCCc2ccncc2)cc1 the results were EPAC2 ag 2%, IL-2 act -0.4, TGFb SMAD3 inh -2%, ATXN2 expr inh 5%, Nrf2 inh inconclusive, Nrf2 activator 0.1%, S2 tox inactive, A549 viability 0% and HepG2 tox 11%.
Screening Cc1ccc(C)c(-c2nnc(NC(=O)COc3ccccc3)o2)c1 returned EPAC2 ag 0%, IL-2 act -0.7, TGFb SMAD3 inh 1%, ATXN2 expr inh -3%, Nrf2 inh inconclusive, Nrf2 activator -0.6%, S2 tox inactive, A549 viability 1% and HepG2 tox -23%.
Screening CCOC(=O)N1CCN(c2nc3ccc(C(=O)c4ccccc4)cc3n3cnnc23)CC1 returned EPAC2 ag -7%, IL-2 act -2.0, TGFb SMAD3 inh -3%, ATXN2 expr inh inconclusive, Nrf2 inh inconclusive, Nrf2 activator -0.4%, S2 tox inactive, A549 viability 2% and HepG2 tox -1%.
`COc1ccccc1OCCCC(=O)Nc1ccc2c(c1)OCCO2` gave EPAC2 ag -6%, IL-2 act -1.0, TGFb SMAD3 inh 9%, ATXN2 expr inh 28%, Nrf2 inh 3%, Nrf2 activator 1.0%, S2 tox inactive, A549 viability -9% and HepG2 tox -6%.
O=C(Oc1nsnc1N1CCOCC1)N1CCCCC1 was read as EPAC2 ag 7%, IL-2 act -2.3, TGFb SMAD3 inh -17%, ATXN2 expr inh -3%, Nrf2 inh 3%, Nrf2 activator 0.0%, S2 tox inactive, A549 viability -6% and HepG2 tox 7%.
Screening CC(=O)/C=C(\C)Nc1c(C)n(C)n(-c2ccccc2)c1=O returned EPAC2 ag 8%, IL-2 act 1.7, TGFb SMAD3 inh -1%, ATXN2 expr inh -29%, Nrf2 inh 15%, Nrf2 activator -0.4%, S2 tox inactive, A549 viability 1% and HepG2 tox -3%.
`COCc1nnc(NC(=O)CCC2CCCCC2)s1` gave EPAC2 ag 2%, IL-2 act -1.8, TGFb SMAD3 inh -26%, ATXN2 expr inh 25%, Nrf2 activator -1.2%, S2 tox inactive, A549 viability -1% and HepG2 tox 5%.
